Abeta rescue – restores growth of yeast expressing A-beta42 peptide. Potency, µM (series often up to 46.1 µM), without a hit: at the top dose growth rescue, usual class: activators. hit rate 0.063% among 410,000. yeast expressing A-beta42, growth rescue, OD600, 48 h; response scale: 0% DMSO, 100% iron-clioquinol control; also: potency is read from the fitted curve at half-maximal effect; nearly all actives have a fitted effect of over 55% in size
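Yeast growth medium received pinned compounds, then yeast cells expressing toxic A-beta were added; plates incubated at 30 C for 48 hr. Growth read as absorbance at 600 nm, normalized to DMSO and equimolar FeCl3 plus clioquinol controls.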
EPAC2 antag – blocks human EPAC2 exchange factor. hit rate 0.18% among 360,000. Q8WZA2. EPAC2 GEF exchange of Rap1B-BODIPY-GDP, fluorescence. Potency, µM (series often up to 114 µM), for inactives: top-dose activity, negative = inhibition, most hits filed as inhibitors; also: potency is read from the fitted curve at half-maximal effect; % is scaled to controls: 0 for no effect and ±100 for the full control effect; nearly all actives have a fitted effect of over 45% in size; many of its hits are not listed in these tables
EPAC2 ag – EPAC2 (human) agonism; EPAC2 activation, biochemical qHTS; response scale: 100% = 6.5 mM cAMP response; Potency, µM (doses to about 154 µM), for inactives: at the top dose activation, usual class: activators; hit rate 0.079% among 360,000; also: potency is read from the fitted curve at half-maximal effect; nearly all actives have a fitted effect of over 50% in size
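Compounds were titrated in qHTS against a Rap1B-BODIPY-GDP (250 nM) complex with EPAC2 (100 nM) and GDP (50 uM). BODIPY-GDP release tracked at 480/540 nm over 30 min at room temperature, normalized to 6.5 mM cAMP.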
D3 ag – agonists of human D3 dopamine receptor | P35462 | D3R DiscoveRx beta-arrestin cells, luminescence, 90 min | max activation, % | hit rate 0.58% among 410,000 | AID 652048; in the data active = max activation above about 30%; also: 0% is about no effect; mostly tested at two doses, the higher about 12 µM
Target sequence (P35462 whole entry, looked up): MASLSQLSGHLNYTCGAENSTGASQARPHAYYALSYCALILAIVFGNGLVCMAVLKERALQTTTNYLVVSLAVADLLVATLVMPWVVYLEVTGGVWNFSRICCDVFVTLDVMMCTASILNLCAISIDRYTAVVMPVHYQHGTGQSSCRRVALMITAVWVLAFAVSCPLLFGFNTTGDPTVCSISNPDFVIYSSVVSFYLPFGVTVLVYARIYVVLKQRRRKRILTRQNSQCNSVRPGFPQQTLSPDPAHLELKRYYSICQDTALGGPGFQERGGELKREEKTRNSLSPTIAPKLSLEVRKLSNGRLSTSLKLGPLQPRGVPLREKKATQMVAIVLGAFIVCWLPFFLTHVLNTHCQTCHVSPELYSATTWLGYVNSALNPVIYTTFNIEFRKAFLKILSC
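Agonist-mode cell screen: cells plated at 1500/well and incubated overnight at 37 °C, then exposed to library compounds for 90 min at 37 °C. Detection reagent was added for 30–60 min at room temperature, and luminescence was read.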
DRD3 antagonist – antagonists of human D3 dopamine receptor; max response, negative = inhibition, %; hit rate 2.5% among 360,000; P35462; D3R cells, DiscoveRx beta-arrestin luminescence, antagonist mode; hits give low values; in the data active = max response below about -50%; inconclusive = no clear call, values can overlap the other calls; also: % is scaled to controls: 0 for no effect and ±100 for the full control effect; mostly tested at two doses, the higher about 12 µM
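Cells expressing the human receptor were seeded at 1500 cells/well, incubated overnight at 37 degrees C in 5% CO2, then exposed to library compounds with dopamine controls for 90 minutes at 37 degrees C before luminescent detection.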
TDP43 rescue – TDP-43 toxicity inhibition in yeast | TDP-43 expressing yeast growth rescue, BacTiter-Glo, 24 h | Potency, µM (doses to about 46.1 µM), inactives show at the highest dose growth rescue (activation), hits mostly activators | hit rate 1.8% among 410,000 | AID 652104; also: potency is read from the fitted curve at half-maximal effect; % of control where 0% means no effect; nearly all actives have a fitted effect of over 50% in size
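Yeast expressing TDP-43 (pregrown in raffinose, seeded at OD600=0.02 in galactose medium) exposed to compounds 24 hr at 30 deg C. Growth read by BacTiter-Glo luminescence; rescue of toxicity appears as increased signal.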
FUS yeast rescue – rescues growth of FUS-expressing yeast. S. cerevisiae FUS-expressing, growth rescue, OD600, 24 h. Potency, µM (highest dose often 76.6 µM), without a hit: at the top dose growth rescue (activation), actives largely listed as activators. hit rate 0.24% among 390,000. AID 1347120;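 also: potency is read from the fitted curve at half-maximal effect; plate controls were DMSO vehicle for no effect and reference control for full effect; nearly all actives have a fitted effect of over 55% in size; some results filed as inactive show a strong effect at the top dose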
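S. cerevisiae expressing FUS from galactose induction served as the toxicity model. Growth after 24hr at 30C, read as absorbance at 600 nm, indicates suppression of toxicity; compounds dosed at several concentrations.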
aSyn yeast inh – rescues yeast growth from alpha-synuclein toxicity; Yeast expressing alpha-synuclein, growth rescue, BacTiter-Glo, 24 h; Potency, µM (top dose mostly 46.1 µM), inactives show top-dose growth rescue (activation), usual class: activators; hit rate 0.14% among 370,000; also: potency is read from the fitted curve at half-maximal effect; % of control where 0% means no effect; nearly all actives have a fitted effect of over 65% in size
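Rescue of yeast growth: cells expressing toxic alpha-synuclein, induced in galactose at OD600 0.02, incubated with compound 24 h at 30 C. ATP luminescence quantified growth; inhibitors of toxicity appear as activators.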
* marks the source's active call; other numbers are inactive results; ? = inconclusive; nt = no result given; & = joins results of further samples; [ ] = dose if it differs, or a comment. Unless noted, calls follow the shape of the dose curve; as a rule, active = well fitted curve in the direction sought with a large enough effect; inconclusive = small, poorly fitted or top-dose-only effect, or another doubt; inactive = no such curve, though single readings can be large; an effect the other way counts as inactive or inconclusive.

SMILES	Abeta rescue	EPAC2 antag	EPAC2 ag	D3 ag	DRD3 antagonist	TDP43 rescue	FUS yeast rescue	aSyn yeast inh
COc1ccc(Cl)cc1NC(=O)CN(C)CC(=O)Nc1ccc(Br)cc1	-2%	-29%	-2%	-9	-3	22µM*	30%	5%
CCC(=O)c1ccc2c(c1)N(CCCN(C)C)c1ccccc1S2	-14%	-8%	8%	-90&-21	-109*	4%	-15%	0%&-1%
Cn1c(CNc2nc(-c3ccccc3)cs2)nnc1SCC(=O)OC1CCCCC1	-8%	-8%	5%	2	2	?	33%	21%
COC(=O)c1c(NC(=O)c2cc(=O)c3cc(C)cc(C)c3o2)sc2c1CCC2	-13%	nt	nt	14	nt	25%	-28%	nt
CC(C)C1Oc2ccccc2N(CC(=O)N2CCOCC2)C1=O (stereo not given)	-11%	4%	4%	3	-21	-9%	2%	-1%
CC(Cc1cccs1)NC(=O)c1cccs1 (stereo not given)	14%	-4%	14%	0	17	-4%	18%	2%
O=C(NCCCN1CCOCC1)c1ccc2nc(Cc3cccc(Cl)c3)oc2c1	7%	18%	-1%	0	11	7%	5%	0%
Cc1ccc(OCC(O)CN2CCN(CC(O)COC(C)C)CC2)c(C(C)(C)C)c1 (stereo not given)	6%	1%	-8%	-51	?	-16%	26%	-10%
COc1ccc(-n2ncc(C(C)NS(=O)(=O)c3ccc(C)s3)c2C)cc1 (stereo not given)	9%	-18%	-11%	1	-12	11%	27%	2%
COc1ccc(C(=O)O)cc1S(=O)(=O)NCc1cccnc1	-9%	2%	10%	-1	0	-9%	-7%	2%
Cc1cccc(-c2noc(CCCC(=O)NC3CCCCC3)n2)c1	1%	4%	-3%	9	2	?	-16%	3%
CCOc1ccc(-c2nc(SCC(=O)Nc3ccc(C)c(C)c3)n3[nH]c(=O)cc3n2)cc1	-23%	nt	nt	-4	nt	15%	-4%	nt
COc1ccc(OC)c(C2CC(=O)OC3=C2C(=O)CC(C)(C)C3)c1 (stereo not given)	-5%	-12%	13%	-9	-3	-11%	12%	-13%
COc1ccc(NC(=S)NCc2cccnc2)cc1	-5%	3%	9%	1	-2	-15%	23%	-9%
CCSC1=C(C#N)C(c2ccc(F)cc2)CC(=O)N1 (stereo not given)	-19%	-12%	11%	-2	-8	28%	-12%	-4%
COC(C[C@H](O)C[C@H](O)[C@H](C)OCc1ccccc1)OC	-10%	10%	-3%	7	-21	11%	-29%	3%
O=C(CCS(=O)(=O)Cc1ccc(Cl)cc1)NCCCN1CCOCC1	7%	3%	8%	11	8	1%	15%	6%
CC(=O)c1cccc(NC(=O)C2CCN(S(=O)(=O)c3ccc(C)cc3)CC2)c1	6%	-12%	11%	-12	-14	6%	-2%	6%
CCN(CC)S(=O)(=O)c1cccc(C(=O)N/N=C/c2ccccn2)c1	-10%	-3%	-3%	5	-9	-6%[9.22 µM]	17%	1%
O=C(Nc1nnc(Cc2ccccc2)s1)c1cnccn1	-14%	33%[activator]	4%	-3	6	-1%	-26%	-5%
COc1ccc(NS(=O)(=O)c2cccc(NC(=O)c3ccccn3)c2)cc1	-4%	-13%	2%	4	20	6%	24%	6%
CC(=O)C[C@H](O)CC(=O)[C@@H]1OC(=O)[C@@H](C)C/C=C\Cc2ccccc21	10%	4%	-1%	-5	15	10%	-22%	0%
Cc1ccc(CNC(=O)Cn2cc(S(=O)(=O)Cc3ccccc3F)c3ccccc32)cc1	0%	nt	nt	4	nt	11%	10%	nt
CCOC(=O)c1sc(NC(=O)c2sccc2C)cc1C	20%	-3%	-8%	2	30	19%	23%	-8%
CCOc1ccc(CN2CCN(Cc3nc(C(C)C)cs3)CC2CCO)cc1 (stereo not given)	-8%	-4%	7%	-18	-24	-24%	13%	0%
C=C1C(=O)N(C)CCC1C(CC)C(=O)OC (stereo not given)	10%	-7%	10%	8	9	13%	-10%	4%
Cc1ccccc1Cn1c(=O)sc2ccccc2c1=O	2%	-16%	10%	2	-6	7%	-3%	-4%
O=C(CSc1nnc(-c2ccco2)o1)Nc1cccc([N+](=O)[O-])c1	-3%	2%	4%	3	19	13%	nt	1%
CCOC(=O)c1cccc(NC(=O)CSc2nc3cccnc3n2C)c1	-11%	9%	2%	9	-7	-13%	35%	-9%
CCOc1cc(NC(=O)CCl)c(OCC)cc1NC(C)=O	-31%	7%	-1%	-4	-16	-17%	1%	-1%
CCN(CC)CCNC(=O)/C(=C\c1cccn1C)NC(=O)c1cccs1	1%	3%	-2%	-5	0	1%	nt	0%
CC1(C)SC(=S)N(/N=C/c2ccc(O)cc2)C1N(O)C(=O)Nc1ccc([N+](=O)[O-])cc1 (stereo not given)	-11%	-4%	5%	-22	-23	-9%	17%	-7%
Cc1ccc2c(COC(=O)c3n[nH]c4ccccc34)cc(=O)oc2c1	-5%	4%	7%	-8	4	-2%	28%	2%
CC1Cc2ccccc2N1Cc1nc2cc(C(F)(F)F)ccc2c(=O)[nH]1 (stereo not given)	?	-2%	-2%	4	-22	24%	25%	5%
CC1(C)Cc2nc3sc(C(=O)NCCO)c(N)c3cc2CO1	19%	3%	0%	0	14	14%	23%	5%
CCOC(=S)SCC(=O)Nc1nc(-c2ccccc2)cs1	-3%	3%	9%	-9	-11	?	nt	-13%
COc1ccc(CC(NC(C)=O)C(=O)NC2CCN(S(=O)(=O)c3ccc(NC(C)=O)cc3)CC2)cc1 (stereo not given)	1%	-15%	10%	3	3	-1%	19%	2%
CC(C)(C)c1ccc(C(CC(=O)O)NC(=O)c2ccccc2F)cc1 (stereo not given)	5%	-5%	9%	12	-9	3%	9%	1%
Cc1csc(=O)n1CC(=O)OCC(=O)NC(C)c1ccc(F)cc1 (stereo not given)	11%	8%	2%	-23	18	15%	-5%	2%
COc1ccccc1Nc1cc(C(=O)NCCCN2CCOCC2)c2ccccc2n1	-4%	-9%	13%	5	10	?	-9%	-1%

Pulled by compound from the list above, 4 records:
SMILES	Abeta rescue	EPAC2 antag	EPAC2 ag	D3 ag	DRD3 antagonist	TDP43 rescue	FUS yeast rescue	aSyn yeast inh
CC(C)(C)c1ccc(C(CC(=O)O)NC(=O)c2ccccc2F)cc1 (stereo not given)	5%	-5%	9%	12	-9	3%	9%	1%
CC1(C)Cc2nc3sc(C(=O)NCCO)c(N)c3cc2CO1	19%	3%	0%	0	14	14%	23%	5%
CCOC(=S)SCC(=O)Nc1nc(-c2ccccc2)cs1	-3%	3%	9%	-9	-11	?	nt	-13%
Cc1ccc2c(COC(=O)c3n[nH]c4ccccc34)cc(=O)oc2c1	-5%	4%	7%	-8	4	-2%	28%	2%

The list continues.
SMILES	Abeta rescue	EPAC2 antag	EPAC2 ag	D3 ag	DRD3 antagonist	TDP43 rescue	FUS yeast rescue	aSyn yeast inh
CCCCOc1ccc(C(=O)Nc2ccc3c(c2)N(C(C)=O)CCC3)cc1	-8%	nt	nt	1	nt	17%	0%	nt
C[C@H](c1ccccc1)N1C[C@@H](COCc2ccccc2)Oc2cc(N3CC[C@H](O)C3)ccc2S1(=O)=O	21%	-30%	12%	5	46	?	?	9%
O=C(O)c1cccc(Nc2ncnc3scc(-c4ccccc4)c23)c1	-19%	nt	nt	5	nt	6%	6%	-2%
CSc1ccccc1NC(=O)CN(C)C(=O)CNc1ccc(C(F)(F)F)cc1[N+](=O)[O-]	-15%	8%	-5%	-5	7	20%	-9%	-4%
C/C=C1\COC(C(=O)NCCCN2CCCC2=O)(C(F)(F)F)C=C1C=C(C)C (stereo not given)	-11%	4%	8%	4	5	28%	-7%	-1%
COc1ccc(CC(=O)NNS(=O)(=O)c2ccc3ccccc3c2)cc1OC	-20%	19%	-1%	-9	-26	-7%	nt	-2%
Cc1cc(NC(=O)CNCC(c2ccccc2)N(C)C)c([N+](=O)[O-])cc1C (stereo not given)	7%	-13%	-2%	3	-54*	6%	-14%	8%
Cn1c(=O)n(Cc2ccccc2F)c(=O)c2c1nc1n2CCCN1CCc1ccccc1	4%	-9%	-31%[inhibitor]	3	?	-1%	-18%	0%
Cc1ccc(N(CC(=O)NCc2ccccc2)C(=O)c2csnn2)cc1	-10%	-3%	4%	-2	-5	-20%	-1%	-3%
COc1ccc(NC(=O)C(=O)c2cn(CC(=O)N3CCOCC3)c3ccccc23)cc1OC	14%	-6%	4%	0	20	-9%	32%	0%
COc1cccc(C(=O)Nc2c(C)nn(-c3ccccc3)c2C)c1	0%	19%	7%	-4	20	0%	39%	-3%
CC(=O)NC(Cc1ccc(F)c(F)c1)C(=O)NC1CCN(c2nnnn2-c2ccccc2)CC1 (stereo not given)	-4%	8%	7%	2	-3	-1%	14%	5%
COc1ccccc1CNC(=O)COC(=O)c1ccco1	-8%	5%	2%	-2	-12	-1%	3%	-20%
COc1ccc(N2CCN(CC(=O)c3c[nH]c4ccccc34)CC2)cc1	-2%	5%	5%	-7	13	-26%	18%	0%
CC1(C#CC[N+]2(C)CCCCC2)CCC2C(O1)c1ccccc1OC2(C)C (stereo not given)	?	8%	-3%	-1	8	2%	8%	-3%
COc1ccc(CCNC(=O)COc2ccc(S(=O)(=O)NC3CCCCC3)cc2Cl)cc1	14%	-2%	8%	2	17	-4%	51%	?
Cc1cc(Cn2ccnc2)c(C)c([N+](=O)[O-])c1Cn1ccnc1	2%	-3%	8%	-4	7	22%	-31%	-5%
Cc1nn(Cc2ccc(Cl)c(Cl)c2)c(C)c1NC(=O)c1cc(-c2ccc3c(c2)OCO3)on1	0%	-3%	8%	1	-4	-10%	24%	4%
COc1ccc(-c2cn[nH]c2-c2ccc(OCc3ccccc3F)cc2O)cc1OC	3%	?	8%	3	-13	-10%	41%	1%
Fc1cccc(F)c1C(Nc1nncs1)Nc1nncs1	-16%	5%	7%	-6	?	4%	-17%	-11%
NCCCC[C@H]1CNC(=O)C(=O)N1CCC12CC3CC(CC(C3)C1)C2	-12%	2%	3%	0	28	-3%	-7%	-11%
COc1cccc(C(=O)Nc2ccc(-n3nncc3-c3ccc(Br)cc3)cc2)c1OC	-12%	nt	nt	-13	nt	4%	-4%	nt
CCN(CC)CCC(=O)N1c2ccccc2Sc2ccc(NC(=O)OC)cc21	-60%[inhibitor]	0%	-6%	-16	-17	?	1%	-8%
CC(C)Oc1cccc(C(=O)NC(=S)Nc2cccc(NC(=O)c3ccccc3Cl)c2)c1	8%	-13%	-14%	-4	0	9%	11%	4%

Only part of the results is shown, so the mix of outcomes need not match the whole.
